Assay outcomes (PubChem BioAssay)
Bfl-1 Bim block: inhibitors of Bim binding to Bfl-1, primary screen, biochemical, multiplexed, bead-based flow cytometry. Bcl-2-related protein A1 (Homo sapiens), Q16548. Bim-Bfl-1 binding inhibition. inhibition, % at 10 µM. actives 0.12% (n = 190,000). AID 1008, 2008;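 further: 0% = wells without compound plus tracer and 100% = blocker peptide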
Bim-Bcl-B: inhibitors of Bim-Bcl-B binding, primary screen, biochemical, multiplexed, human Bcl-2 family; Bcl-2-like protein 10 (Homo sapiens), Q9HD36; bead-based flow cytometry, Bim peptide-Bcl-B binding; inhibition, % at 10 µM; actives 0.073% (n = 190,000);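 further: 0% = tracer peptide without compound and 100% = reference inhibitor peptide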
Target sequence (Q9HD36 whole entry, looked up): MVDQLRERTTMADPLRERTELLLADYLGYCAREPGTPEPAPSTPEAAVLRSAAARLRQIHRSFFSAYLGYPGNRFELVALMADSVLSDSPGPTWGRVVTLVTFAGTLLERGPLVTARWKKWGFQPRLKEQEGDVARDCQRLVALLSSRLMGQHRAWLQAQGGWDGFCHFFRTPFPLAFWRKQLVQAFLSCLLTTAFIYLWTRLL
ABCG2 block: ABCG2 efflux pump inhibitors, primary screen, multiplex with ABCB1, IgMXP3 cells, flow cytometry | AID 1325, 2008 | JC-1 efflux | Broad substrate specificity ATP-binding cassette transporter ABCG2 (Homo sapiens), Q9UNQ0 | inhibition, % at 6.6 µM | actives 0.1% (n = 190,000);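 active means inhibition above 80%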;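 further: 0% = DMSO and 100% = nicardipine control wells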
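Test system: ABCG2 IgMXP3 and barcoded ABCB1 CCRF-Adr cell mix; Schedule: cells with compound and JC-1, 10 min at 25 °C, rotating, no wash; Technique: flow cytometry of retained JC-1 fluorescence; Measure: % inhibition of efflux relative to nicardipine and DMSO; Controls: nicardipine high and DMSO low controls.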
RGS8-Gao reg: RGS8-Galphao binding modulators, primary screen, biochemical, multiplexed bead flow cytometry; Guanine nucleotide-binding protein G(o) subunit alpha (Homo sapiens), P09471; response (percent of control binding), % at 10 µM; actives lie on both sides; actives 0.34% (n = 220,000); in the data active means response below about 60% or above about 140%; inactive means in between;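 further: Galphao activated as the GDP aluminium fluoride complex binding bead-coupled RGS8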
Target sequence (P09471 whole entry, looked up): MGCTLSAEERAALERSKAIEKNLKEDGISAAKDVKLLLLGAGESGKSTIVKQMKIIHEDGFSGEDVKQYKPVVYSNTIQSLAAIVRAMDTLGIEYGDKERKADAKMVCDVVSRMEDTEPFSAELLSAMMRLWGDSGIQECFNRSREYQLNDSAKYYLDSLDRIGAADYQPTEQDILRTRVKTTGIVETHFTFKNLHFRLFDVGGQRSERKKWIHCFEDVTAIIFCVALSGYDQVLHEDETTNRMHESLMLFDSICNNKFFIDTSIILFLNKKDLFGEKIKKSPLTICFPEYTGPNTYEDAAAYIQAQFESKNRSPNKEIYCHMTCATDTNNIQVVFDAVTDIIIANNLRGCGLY
RGS7-Gao reg: RGS7-Galphao binding modulators, primary screen, biochemical, multiplexed bead flow cytometry. Guanine nucleotide-binding protein G(o) subunit alpha (Homo sapiens), P09471. actives lie on both sides. binding response (% of control), % at 10 µM. actives 0.35% (n = 220,000); in the data active means binding response below about 49% or above about 150%; inconclusive means no clear call, values can overlap the other calls; inactive means in between;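 further: fluorescent Galphao held in activated GDP-AlF4 state binding bead-coupled RGS7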
Bim-Bcl-W: inhibitors of Bim binding to Bcl-W, primary screen, biochemical, multiplexed, bead-based flow cytometry; Bcl-2-like protein 2 (Homo sapiens), Q92843; Bim peptide-Bcl-W binding; inhibition, % at 10 µM; actives 0.02% (n = 190,000);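 further: 0% = bound tracer without compound and 100% = peptide blocker; higher means less fluorescent Bim peptide bound to Bcl-W beads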
Bcl-2 Bim block: inhibitors of Bim-Bcl-2 binding, primary screen, biochemical, multiplexed, human Bcl-2 family. actives 0.06% (n = 190,000). Apoptosis regulator Bcl-2 (Homo sapiens), P10415. AID 950, 2007. inhibition, % at 10 µM. Bead-based flow cytometry, Bim peptide-Bcl-2 binding; in the data active means inhibition above about 40%; inconclusive means no clear call, values can overlap the other calls;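 further: 0% = no compound wells with probe peptide and 100% = reference peptide inhibitor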
Target sequence (P10415 whole entry, looked up): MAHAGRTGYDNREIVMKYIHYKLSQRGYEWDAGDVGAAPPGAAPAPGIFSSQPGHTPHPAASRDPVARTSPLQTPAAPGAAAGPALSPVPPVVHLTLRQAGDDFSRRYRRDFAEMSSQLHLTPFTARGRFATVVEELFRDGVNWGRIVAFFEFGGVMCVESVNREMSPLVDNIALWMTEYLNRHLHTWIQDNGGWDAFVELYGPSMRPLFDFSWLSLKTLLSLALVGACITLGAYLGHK
ABCB1 block: ABCB1 efflux pump inhibitors, primary screen, cell-based, multiplex, flow cytometry, ABCG2 counter-screen. AID 1326, 2008. inhibition, % at 6.6 µM. CCRF-Adr cells, JC-1 efflux. actives 0.067% (n = 190,000); in the data active means inhibition above about 40%;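 further: 0% = vehicle and 100% = reference inhibitor; higher value means more JC-1 retained so stronger ABCB1 efflux block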
Bim-Bcl-XL: inhibitors of Bim-Bcl-XL binding, primary screen, biochemical, multiplexed, bead flow cytometry, human Bcl-XL; inhibition, % at 10 µM; actives 0.04% (n = 190,000); Bcl-2-like protein 1 (Homo sapiens), Q07817; Bim peptide-Bcl-XL binding, fluorescence
Target sequence (Q07817 whole entry, looked up): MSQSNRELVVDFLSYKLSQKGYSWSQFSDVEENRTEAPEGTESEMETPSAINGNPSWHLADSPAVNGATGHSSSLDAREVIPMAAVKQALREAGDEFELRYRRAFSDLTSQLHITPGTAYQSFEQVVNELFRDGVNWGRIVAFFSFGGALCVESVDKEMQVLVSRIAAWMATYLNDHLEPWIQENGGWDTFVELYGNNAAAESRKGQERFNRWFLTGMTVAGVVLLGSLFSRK
RGS4-Gao reg: modulators of RGS4 binding to Galphao, primary screen, biochemical, multiplexed bead flow cytometry | Guanine nucleotide-binding protein G(o) subunit alpha (Homo sapiens), P09471 | actives lie on both sides | binding response (% of control), % at 10 µM | actives 0.33% (n = 220,000); in the data active means binding response below about 49% or above about 150%; inactive means in between;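 further: fluorescent Galphao activated with aluminum fluoride binding bead-coupled RGS4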
GSH bead fluor: compound fluorescence on glutathione beads, profiling panel, artefact control, biophysical, 488/530 nm, flow cytometry; fluorescence (KMESF) at 10 µM; GSH beads flow cytometry, compound fluorescence 488/530 nm; hits give high values; actives 0.25% (n = 190,000); in the data active means fluorescence above about 89;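 further: glutathione beads carrying GST-tagged Bcl family fusion proteins plus one bare bead set; values are compound well signal with DMSO vehicle wells as background; inactives centre near 16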
The depositor's hits bear a star; ? = inconclusive; · = no result given. Unless noted, no stated cut-off is given here; in the data, active means inhibition above about 40%.

Compound	Bfl-1 Bim block	Bim-Bcl-B	ABCG2 block	RGS8-Gao reg	RGS7-Gao reg	Bim-Bcl-W	Bcl-2 Bim block	ABCB1 block	Bim-Bcl-XL	RGS4-Gao reg	GSH bead fluor
CCOC(=O)C1=C(C)OC(N)=C(C(=O)OCC)C1c1cccnc1 (stereo not given)	-1	0	0	74	62	-1	0	0.0	-1	67	15
COc1ccc(Cl)cc1NC(=O)CN(C)C(=O)CNC(=O)C12CC3CC(CC(C3)C1)C2	-13	-7	2	100	99	0	-6	0.5	1	98	13
O=C(c1cccnc1)N1N=C(c2cccs2)CC1c1ccc(F)cc1 (stereo not given)	5	1	11	100	105	0	0	2.2	0	102	25
COc1ccc(OCCC(=O)Nc2nccs2)cc1	-5	-3	19	104	?	2	0	1.0	-2	105	19
CCOc1ccc(NC(=S)NC(=O)/C=C/c2ccc(OC)c(OC)c2)c([N+](=O)[O-])c1	0	0	0	100	102	0	0	0.1	4	103	15
Cc1ccccc1/C(N)=N/OC(=O)c1cccs1	-7	-4	5	112	101	-5	-6	0.6	-7	108	9
CN(C(=O)CC1C(=O)NCCN1Cc1ccc(F)c(F)c1)C1CCOCC1 (stereo not given)	3	0	0	97	96	-3	-3	0.2	-4	97	8
O=C(NN=C1CCN(Cc2ccccc2)CC1)c1cc(Br)ccc1O	-2	0	2	106	102	2	0	0.3	-1	105	8
COc1cccc(NC(=O)CSc2nnc3cc(C)nc(N)n23)c1	-6	-4	0	105	106	-2	0	0.1	-1	107	15
CCOc1cccc(SCc2noc(C(=O)NC(C)C)c2C(=O)O)c1	-14	-8	1	102	98	0	-9	0.1	1	102	34
CSC1=NCCN1C(=O)c1c(F)cccc1F	-7	-3	4	104	100	2	-2	0.6	0	103	12
NC(=O)c1ccccc1N=Cc1ccc2ccccc2c1	-2	-4	2	101	100	-1	0	0.1	-4	104	10
CN1CCN(Cc2nc3c(c(=O)[nH]c(=O)n3C)n2CCc2ccccc2)CC1	-2	-6	-1	102	97	-10	-7	-0.4	-8	99	14
COc1cc(NC2=CC(=O)CC(C)(C)C2)cc(OC)c1OC	-9	-5	3	99	95	1	-2	1.9	-5	95	16
CCC(Sc1nccn1C)C(=O)Nc1ccc(Cl)cn1 (stereo not given)	-1	-1	2	111	105	-6	-5	0.2	-5	104	18
Cn1cc(CN(Cc2ccccn2)C[C@@H]2CCC(=O)N2)c(-c2ccccc2F)n1	-7	-4	0	103	101	-3	-4	0.1	-3	101	13
O=c1c(-c2ccccc2)c1-c1ccccc1	0	0	5	98	103	0	1	·	0	100	70
N#Cc1c2c(c(NCCOCCO)n3c1nc1ccccc13)CCCC2	-7	-6	4	104	100	0	-2	0.9	-2	102	15
O=C(CSCc1ccccc1)N1CCN(C(=O)c2ccco2)CC1	-14	-6	7	96	97	1	-9	0.7	-4	94	23
COc1ccccc1N1CCN(C2CCCC(C)C2)CC1 (stereo not given)	-12	-3	1	95	91	1	-10	0.3	-2	93	17

Additional results:
Compound	Bfl-1 Bim block	Bim-Bcl-B	ABCG2 block	RGS8-Gao reg	RGS7-Gao reg	Bim-Bcl-W	Bcl-2 Bim block	ABCB1 block	Bim-Bcl-XL	RGS4-Gao reg	GSH bead fluor
O=C1c2cccc([N+](=O)[O-])c2C(=O)N1c1cccnc1	-5	-3	2	97	96	-1	-3	1.7	1	97	12
O=C(NC1CCCC1)C(c1ccccc1)N(C(=O)c1ccno1)c1cccnc1 (stereo not given)	-13	-10	0	101	94	4	-13	0.4	-5	98	13
CCCCSC1(SCCCC)N=C(N)C2(C#N)C(c3ccccc3)NC(C)=CC12C#N (stereo not given)	-8	-5	0	104	103	0	-8	-0.1	6	102	48
Cc1ccc2ncnc(NCCC(=O)O)c2c1	0	0	2	105	101	0	-1	1.3	-3	100	28
CCOC(=O)c1sc(NC(=O)c2ccccc2)cc1C	1	4	22	110	98	9	6	0.7	8	98	38
NC(=O)c1sc2nc(N3CCOCC3)c3c(c2c1N)CCCC3	8	-19	5	97	95	1	-1	0.8	2	92	31
CCCCNS(=O)(=O)c1ccc2nc(SCC(=O)Nc3ccccc3Cl)[nH]c2c1	3	0	12	101	101	0	1	0.9	0	100	10
COc1ccc(CN2CC(C(=O)NCCC3=CCCCC3)CC2=O)cc1 (stereo not given)	-4	-1	2	102	101	-3	0	0.5	-2	101	26
Cc1ccc(Sc2ncccc2C(=O)O)cc1	3	0	0	102	104	-1	5	0.3	0	104	6
COc1ccccc1C(=O)N/C(=C\c1ccc(Br)cc1)C(=O)NCC(=O)O	-1	-3	2	101	104	-2	-4	1.6	-1	103	7
OC(COc1ccccc1)CN1C2=NCCCN2c2ccccc21 (stereo not given)	-4	0	-1	100	95	-2	0	0.3	0	89	51
CCCNC(=O)c1c(C)cc(=O)oc1C	0	0	1	98	100	-5	0	0.5	-1	104	16
Cc1ccc2[nH]c(=O)c(CN(CCCN3CCOCC3)C(=O)Nc3ccc(Cl)cc3)cc2c1	-4	-6	5	98	94	-4	-1	1.5	-2	95	11
O=C(Nc1ccccc1C(F)(F)F)Nc1cccc2ccccc12	-2	-4	-5	98	95	-4	-3	-6.5	0	92	29
O=C(CN1CCCCC1)N1c2ccccc2Sc2ccc(C(F)(F)F)cc21	11	9	-1	23*	28*	1	3	-0.1	2	21*	67
CC(=O)C1=C(O)C(=O)N(c2ccc(C(=O)O)cc2)C1c1ccccc1 (stereo not given)	3	2	0	108	110	0	2	0.0	0	108	11
COc1ccc(C2CCCN2C(=S)Nc2ccccc2C)cc1OC (stereo not given)	-4	-5	37	104	108	-4	-5	2.6	-8	103	12
CCn1cc(C(=O)NCc2ccco2)c(=O)c2cc(S(=O)(=O)N3CC(C)CC(C)C3)ccc21 (stereo not given)	-13	-7	10	99	101	1	-8	7.9	-4	100	48
CC(=O)c1c(C)cc(C)c(CSc2nnc(-c3ccco3)o2)c1C	-3	-3	2	96	96	-1	-5	0.9	-1	95	14
O=C1c2ccccc2-c2nc3ccccc3nc21	-10	4	-2	100	96	7	-7	0.0	13	96	28

Other structures
Compound	Bfl-1 Bim block	Bim-Bcl-B	ABCG2 block	RGS8-Gao reg	RGS7-Gao reg	Bim-Bcl-W	Bcl-2 Bim block	ABCB1 block	Bim-Bcl-XL	RGS4-Gao reg	GSH bead fluor
O=C(Cc1cccs1)N(c1ccc(F)cc1)C1(C(=O)NC2CCCCC2)CCCC1	1	-3	16	100	102	-2	2	4.4	-4	101	5
CN(C)c1cccc(C(=O)OCC(=O)N2CCc3ccccc3C2)c1	-4	-2	14	102	99	-1	-4	0.4	-2	100	12
O=C1N(Cc2cccc(Cl)c2)C[C@@H]2C[C@@H](c3ccc4nonc4c3)N3CCC[C@@]123	-2	-2	25	91	95	0	0	-0.9	0	80	14
COc1ccc(CNC(=O)CSc2nc3[nH]ncc3c(=O)n2-c2ccccc2Br)cc1	-2	-3	0	99	97	-3	-2	0.1	-4	95	64
O=C(CCCn1c(=O)[nH]c2cc(Cl)ccc2c1=O)NCCC1=CCCCC1	-11	-8	3	113	107	1	-4	0.8	2	106	27
S=C(NCCc1ccccc1)NC1CC1	0	-1	2	83	96	1	0	-0.1	-1	99	6
CCOc1ccc(C2C([N+](=O)[O-])=C(C)N(C)C(=O)N2C)cc1OC (stereo not given)	-4	-3	2	104	104	0	1	0.7	-1	107	27
Cc1ccc(CSc2nc3c(c(N(C)C)n2)CCCC3)cc1	7	0	1	111	109	0	5	0.5	6	112	21
COc1ccc(-n2nnnc2SCC(=O)Nc2nc3c(s2)CCCC3)cc1	0	0	6	97	99	0	2	0.6	-1	93	10
O=C(NC12CC3CC(CC(C3)C1)C2)c1ccc(=O)oc1	0	-3	1	102	102	-4	-8	0.3	0	112	7
O=c1[nH]cnc2nc(-c3ccccc3)c(-c3ccccc3)nc12	-14	-5	18	101	98	0	-8	0.0	-4	99	19
O=C(Cn1nc(-c2ccc(Cl)cc2)ccc1=O)NCC1CCCO1 (stereo not given)	0	-1	0	84	99	-1	-1	-0.1	0	97	22

Shown with two lines to a compound: part of the list above.
Order of values: Bfl-1 Bim block | Bim-Bcl-B | ABCG2 block | RGS8-Gao reg | RGS7-Gao reg | Bim-Bcl-W | Bcl-2 Bim block | ABCB1 block | Bim-Bcl-XL | RGS4-Gao reg | GSH bead fluor
- CCn1cc(C(=O)NCc2ccco2)c(=O)c2cc(S(=O)(=O)N3CC(C)CC(C)C3)ccc21 (stereo not given)
    -13 | -7 | 10 | 99 | 101 | 1 | -8 | 7.9 | -4 | 100 | 48
- CC(=O)c1c(C)cc(C)c(CSc2nnc(-c3ccco3)o2)c1C
    -3 | -3 | 2 | 96 | 96 | -1 | -5 | 0.9 | -1 | 95 | 14
- O=C1c2ccccc2-c2nc3ccccc3nc21
    -10 | 4 | -2 | 100 | 96 | 7 | -7 | 0.0 | 13 | 96 | 28
- O=C(Cc1cccs1)N(c1ccc(F)cc1)C1(C(=O)NC2CCCCC2)CCCC1
    1 | -3 | 16 | 100 | 102 | -2 | 2 | 4.4 | -4 | 101 | 5
- CN(C)c1cccc(C(=O)OCC(=O)N2CCc3ccccc3C2)c1
    -4 | -2 | 14 | 102 | 99 | -1 | -4 | 0.4 | -2 | 100 | 12
- O=C1N(Cc2cccc(Cl)c2)C[C@@H]2C[C@@H](c3ccc4nonc4c3)N3CCC[C@@]123
    -2 | -2 | 25 | 91 | 95 | 0 | 0 | -0.9 | 0 | 80 | 14
- COc1ccc(CNC(=O)CSc2nc3[nH]ncc3c(=O)n2-c2ccccc2Br)cc1
    -2 | -3 | 0 | 99 | 97 | -3 | -2 | 0.1 | -4 | 95 | 64
- O=C(CCCn1c(=O)[nH]c2cc(Cl)ccc2c1=O)NCCC1=CCCCC1
    -11 | -8 | 3 | 113 | 107 | 1 | -4 | 0.8 | 2 | 106 | 27
- S=C(NCCc1ccccc1)NC1CC1
    0 | -1 | 2 | 83 | 96 | 1 | 0 | -0.1 | -1 | 99 | 6
- CCOc1ccc(C2C([N+](=O)[O-])=C(C)N(C)C(=O)N2C)cc1OC (stereo not given)
    -4 | -3 | 2 | 104 | 104 | 0 | 1 | 0.7 | -1 | 107 | 27
- Cc1ccc(CSc2nc3c(c(N(C)C)n2)CCCC3)cc1
    7 | 0 | 1 | 111 | 109 | 0 | 5 | 0.5 | 6 | 112 | 21
- COc1ccc(-n2nnnc2SCC(=O)Nc2nc3c(s2)CCCC3)cc1
    0 | 0 | 6 | 97 | 99 | 0 | 2 | 0.6 | -1 | 93 | 10

Outcome played no part in choosing rows; 1.1% or so of the library scored in one or more.
